# Source: PubChem (several laboratories)
# PKA-R1A act – PKA-R1A complex activation | P00514+P68181 | PKA-R1A dissociation, Cy5-IP20 fluorescence polarization; scaled: DMSO 0%, 113 µM cGMP 100% | activation, % at 11.4 µM | 340,000 tested, 0.083% active;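 active = percent activation above the mean of all tested compounds plus 3 SD, cut at about 19% in these data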;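 note: higher means more PKAc released from R1A so a rise in polarization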
# CDK5 inh – blocks human CDK5/p35 kinase activity; Q00535+Q15078; Recombinant CDK5/p35, ADP-Glo luminescence, 60 min; inhibition, % at 10 µM; 330,000 tested, 0.01% active;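 active = highest replicate inhibition of at least 50% and at least 75% of replicates reaching 50%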;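 note: plate controls were DMSO neutral control for no effect and GW8510 at 10 µM for full effect; many of its hits are not listed in these tables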
# PKA-R2B act – PKA-R2B complex activation | AID 504700 | activation, % at 11.4 µM | 340,000 tested, 0.079% active | PKA-R2B holoenzyme dissociation, Cy5-IP20 fluorescence polarization; R2B truncated from residue 108, S112A mutant; 0% DMSO only, 100% 113 µM cGMP | P22694+P31323;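 active = activation above a cutoff set at the mean over all compounds plus 3 SD, cut at about 18% in these data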;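 note: higher means more holoenzyme dissociation and a rise in polarization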
# NSD2 HMT inh – blocks human histone methyltransferase NSD2 | AID 743445 | inhibition, % at 12.5 µM | NSD2 peptide methylation, AlphaScreen, 120 min | 310,000 tested, 0.54% active; in the data active = inhibition above about 50%
# Target sequence (O96028 whole entry, looked up): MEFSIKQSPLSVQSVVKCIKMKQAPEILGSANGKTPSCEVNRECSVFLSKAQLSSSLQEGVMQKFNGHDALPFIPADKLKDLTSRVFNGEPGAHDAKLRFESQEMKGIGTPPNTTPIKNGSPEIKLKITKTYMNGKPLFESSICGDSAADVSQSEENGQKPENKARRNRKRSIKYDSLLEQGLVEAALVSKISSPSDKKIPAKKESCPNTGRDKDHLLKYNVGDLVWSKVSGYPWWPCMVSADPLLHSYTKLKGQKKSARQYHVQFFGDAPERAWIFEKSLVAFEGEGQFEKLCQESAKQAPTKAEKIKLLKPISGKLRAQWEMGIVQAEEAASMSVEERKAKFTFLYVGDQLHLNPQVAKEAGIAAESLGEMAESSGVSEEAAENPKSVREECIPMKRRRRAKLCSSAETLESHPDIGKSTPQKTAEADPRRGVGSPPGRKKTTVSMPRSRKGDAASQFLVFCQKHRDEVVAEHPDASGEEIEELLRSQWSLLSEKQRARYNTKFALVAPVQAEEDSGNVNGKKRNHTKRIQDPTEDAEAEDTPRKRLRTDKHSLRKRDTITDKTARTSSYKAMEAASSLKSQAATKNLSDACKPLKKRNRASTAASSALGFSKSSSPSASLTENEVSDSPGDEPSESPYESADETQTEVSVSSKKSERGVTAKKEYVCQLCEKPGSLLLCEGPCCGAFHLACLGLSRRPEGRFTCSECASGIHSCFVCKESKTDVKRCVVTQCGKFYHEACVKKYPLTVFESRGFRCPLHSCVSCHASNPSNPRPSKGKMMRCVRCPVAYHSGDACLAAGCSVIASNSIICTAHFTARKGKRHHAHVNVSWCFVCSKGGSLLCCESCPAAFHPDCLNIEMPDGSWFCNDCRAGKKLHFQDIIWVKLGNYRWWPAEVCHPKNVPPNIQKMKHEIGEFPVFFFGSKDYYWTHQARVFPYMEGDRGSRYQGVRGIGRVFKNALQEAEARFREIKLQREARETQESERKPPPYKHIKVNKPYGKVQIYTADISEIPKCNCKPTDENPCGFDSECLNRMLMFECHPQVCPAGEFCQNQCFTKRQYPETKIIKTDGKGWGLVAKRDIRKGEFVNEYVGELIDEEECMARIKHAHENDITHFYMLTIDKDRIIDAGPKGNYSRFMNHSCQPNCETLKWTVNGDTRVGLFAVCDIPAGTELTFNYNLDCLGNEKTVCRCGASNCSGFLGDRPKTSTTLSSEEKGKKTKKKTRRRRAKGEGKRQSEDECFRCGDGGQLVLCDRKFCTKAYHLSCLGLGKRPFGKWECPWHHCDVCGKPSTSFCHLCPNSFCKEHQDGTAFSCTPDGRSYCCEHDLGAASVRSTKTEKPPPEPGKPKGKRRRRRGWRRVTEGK
# SR-BI HDL uptake – blocks mouse SR-BI lipid uptake from DiI-HDL; Q61009; inhibition, % at 12.5 µM; AID 488896; ldlA[mSR-BI] CHO cells, DiI-HDL uptake fluorescence, 3 h; 320,000 tested, 0.96% active;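 active = mean replicate inhibition of at least 70% and a set share of replicates each scoring 70 or more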;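 note: 0% = median of neutral control wells and 100% = median of positive control wells; values of inactives mirror those of a sister screen read the other way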
# Pemphigus Ab inh – human desmoglein-3 autoantibody binding inhibition; P32926; DSG3-coupled beads, scFv-anti-DSG3-GFP binding, flow cytometry; active compounds read low; binding (percent of control), % at 10 µM; 310,000 tested, 0.48% active;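 active = binding more than 3 SD below its plate's average and above zero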;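 note: hits lower antibody fragment binding to DSG3; some compounds called inactive have numbers as strong as hits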
# MITF act – MITF TRPM1 promoter activation in melanoma cells; SK-MEL-5 TRPM1-promoter luciferase, 24 h; % of positive control, neutral wells = 0; activation, % at 12.5 µM; 300,000 tested, 0.75% active;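 active = mean activation of at least 80% with every replicate also reaching 80%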;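 note: 0% = neutral control wells and 100% = parthenolide positive control wells; values of inactives mirror those of a sister screen read the other way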
# SR-BI uptake up – activators of SR-BI mediated HDL lipid uptake; 320,000 tested, 0.096% active; activation, % at 12.5 µM; CHO ldlA[mSR-BI] cells, DiI-HDL uptake fluorescence, 3 h; 100 = double the neutral-control signal;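 active = mean replicate activation of at least 60% and every replicate at or above 60%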;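 note: 0% = median plate neutral-control signal and 100% = twice that signal; values of inactives mirror those of a sister screen read the other way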
#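 Material: SR-BI-overexpressing, LDLR-lacking CHO cells; schedule: compound exposure 3 h, 37 °C; reagent: DiI-labelled HDL at 10 µg/mL final; technique: bottom-read fluorescence, 550/595 nm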
# SUMO Mot1 rescue – SUMOylation pathway inhibition by Mot1-301 growth rescue; S. cerevisiae Mot1-301 growth rescue, ATP luminescence, 38.5C; percent above DMSO median, 100 means doubled; growth rescue, % at 18.8 µM; 320,000 tested, 1% active;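 active = every valid replicate shows activation above 250% relative to neutral control wells; inactive = the rest, any valid replicate at or below 250%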;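 note: OY570 slx delta 5 strain wells were the positive control but not used for scaling; some compounds called inactive have numbers as strong as hits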
# dFosB act – activators of mouse delta FosB homodimer. P13346. purified delta FosB, TAMRA-CDK5 oligo fluorescence polarization; percent of positive-control signal above neutral wells. activation, % at 25 µM. 340,000 tested, 0.99% active. AID 493131;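 active = mean activation above about 17%, with every replicate also reaching it, limit read from the data, passing the limit was not always enough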;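 note: fluorescence polarization rise as delta FosB binds a TAMRA Cdk5 AP-1 oligo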
# Arrestin-AP2 inh – human beta-arrestin and AP2 interaction inhibition; 340,000 tested, 0.31% active; inhibition, % at 10 µM; FITC-arrestin peptide / GST-AP2 beads, flow cytometry; AP2 beta2 appendage carries R879A mutation;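 active = inhibition above a set limit, near 3 SD of compounds lacking own fluorescence, cut at about 54% in these data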;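 note: plate controls were DMSO wells for no effect and 5 µM unlabelled arrestin peptide for full effect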
#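 test system = AP2 appendage R879A on GSH beads | buffer or medium = PBS plus Tween 20 (0.05%) and BSA (0.1%) | incubation = 12 min plus 1 h, RT | detection = bead flow cytometry, FITC channel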
# An asterisk follows results filed as active; i = inactive; . = no result given.
SMILES,PKA-R1A act,CDK5 inh,PKA-R2B act,NSD2 HMT inh,SR-BI HDL uptake,Pemphigus Ab inh,MITF act,SR-BI uptake up,SUMO Mot1 rescue,dFosB act,Arrestin-AP2 inh
CN(CC(=O)Nc1ccc(F)c(F)c1F)C(=O)Cc1ccc(S(=O)(=O)N2CCOCC2)s1,-4,2.1,3,0,0,106,-3,0,.,-6,13
COc1ccc(S(=O)(=O)N2CCC(C(=O)NCCC(=O)NCc3ccncc3)CC2)cc1,6,-1.8,6,4,-12,.,13,12,-9,-1,-11
CC1CCCN(C(=O)CCS(=O)(=O)Cc2ccccc2)C1 (configuration not stated),-6,3.3,1,1,10,95,4,-10,3,-2,6
COc1cc(C2c3cc4c(cc3OC(N3CCCCC3)C2C)OCO4)cc(OC)c1O (configuration not stated),9,1.4,-3,2,8,90,.,-8,.,-1,-6
CCC1NC(=S)NC(C)=C1C(=O)c1ccccc1 (configuration not stated),-1,0.0,11,-2,34,104,-14,-34,1,0,-18
CC(=O)C1=C(C)Nc2ncnn2C1c1ccccc1 (configuration not stated),-10,-1.3,2,-2,-11,99,-6,11,24,2,-8
N#CC1=C(N)N(c2ccccc2)C(c2ccco2)C1(C#N)C#N (configuration not stated),-21,2.2,1,6,17,107,-2,-17,-11,-10,1
CCCC(=O)Nc1c2c(nn1-c1ccc(C)cc1C)CSC2,3,0.4,-5,0,-50,101,11,50,-15,-3,1
O=C1c2ccccc2C(O)(c2ccccc2)N1c1ccncc1 (configuration not stated),-2,1.0,-5,-1,7,99,0,-7,-8,0,-1
CC1(C)C(=O)Nc2ccccc2N1C(=O)COC(=O)C12CC3CC(CC(O)(C3)C1)C2,-8,-0.6,-9,0,11,.,-6,.,11,11,16
CCOC(=O)CSc1nc2cc3c(cc2cc1C)OCO3,-6,-0.1,-8,3,51,101,10,-51,i,-8,2
COc1ccc(Nc2nc(N)c([N+](=O)[O-])c(N3CCCC3)n2)cc1,1,31,-16,12,54,100,-17,-54,-8,2,-1
Cc1cc(C)n2nc(C(=O)N/N=C/c3cccs3)nc2n1,1,0.3,5,0,-13,99,-1,13,6,-11,-7
CC1=N/C(=C\c2ccccc2Cl)C(=O)O1,-14,0.0,5,-1,-3,111,-7,3,0,-5,-3
Cc1ccc(N2C(=S)NC3c4cc(Cl)ccc4OC2(C)C3C(=O)N(C)C)cc1 (configuration not stated),-1,0.8,-1,16,-58,97,0,58,130,-9,2

# Reprinted from the part before: six compounds, then new ones.
SMILES,PKA-R1A act,CDK5 inh,PKA-R2B act,NSD2 HMT inh,SR-BI HDL uptake,Pemphigus Ab inh,MITF act,SR-BI uptake up,SUMO Mot1 rescue,dFosB act,Arrestin-AP2 inh
CC1(C)C(=O)Nc2ccccc2N1C(=O)COC(=O)C12CC3CC(CC(O)(C3)C1)C2,-8,-0.6,-9,0,11,.,-6,.,11,11,16
CCOC(=O)CSc1nc2cc3c(cc2cc1C)OCO3,-6,-0.1,-8,3,51,101,10,-51,i,-8,2
COc1ccc(Nc2nc(N)c([N+](=O)[O-])c(N3CCCC3)n2)cc1,1,31,-16,12,54,100,-17,-54,-8,2,-1
Cc1cc(C)n2nc(C(=O)N/N=C/c3cccs3)nc2n1,1,0.3,5,0,-13,99,-1,13,6,-11,-7
CC1=N/C(=C\c2ccccc2Cl)C(=O)O1,-14,0.0,5,-1,-3,111,-7,3,0,-5,-3
Cc1ccc(N2C(=S)NC3c4cc(Cl)ccc4OC2(C)C3C(=O)N(C)C)cc1 (configuration not stated),-1,0.8,-1,16,-58,97,0,58,130,-9,2
COc1cccc(NC(=O)C2CSC3(C)CCC(=O)N23)c1 (configuration not stated),-13,-1.3,-2,4,7,97,-12,-7,-11,-4,-4
CCN(CC)S(=O)(=O)c1ccc(C(=O)OCC(=O)N2CCN(C(=O)c3ccco3)CC2)cc1,-6,-4.9,-1,-1,-15,.,-10,15,-5,-6,7
CCC1CCCN1Cn1cnc2c([nH]c3ccc(C)cc32)c1=O (configuration not stated),-3,-0.1,2,18,-11,122,14,11,-15,3,-2
COc1ccccc1OCCSc1nnc(C)n1-c1ccccc1,-2,-0.5,-9,0,0,99,.,0,8,0,21
CCOC(=O)N1CCN(C(=O)c2cnn3c(C)c(Cc4ccc(C)cc4)c(C)nc23)CC1,-3,-0.4,8,.,2,97,-11,-2,610,-7,-1
O=C(CCC(=O)N(CC(=O)NC1CCCC1)Cc1ccccc1Cl)Nc1nccs1,0,-0.9,1,-2,-12,100,12,12,46,4,16
Cc1[nH]oc(=O)c1N=Nc1c(Cl)cccc1Cl,5,0.3,5,1,5,.,-12,-5,358*,3,16
CCOC(=O)c1c(N)nn(C(=O)C(C)C)c1-c1ccc(OC)cc1,11,-0.6,-12,25,53,102,-13,-53,-6,-8,14
Cc1cccc(C(=O)N/N=C/c2ccoc2)c1,1,-0.5,4,0,0,111,8,0,-11,0,-18
CC(=O)Nc1cnc2ccccc2n1,-4,0.2,1,0,-44,98,3,44,-12,-1,1
COc1ccc(N=Cc2c(O)ccc3ccccc23)cc1,-4,0.4,2,0,21,111,-12,-21,60,-5,0
CC1=C(C(=O)NCc2ccccc2)C(c2cccnc2)n2ncnc2N1 (configuration not stated),-7,1.2,-9,4,-12,105,-5,12,-2,-4,3
CCN(C[C@H]1N[C@@](CC)(C(=O)OC)[C@H]2C(=O)N(Cc3ccccc3)C(=O)[C@@H]12)C(=O)Nc1ccc(C)cc1,-3,0.3,1,.,32,89,6,-32,.,3,4
O=C(Nc1sc2c(c1C(=O)O)CCC2)C(=O)N1CCOCC1,-10,-2.4,-1,14,-15,100,7,15,-12,-3,-7
Clc1ccc(-n2cccc2/C=N/n2cnnc2)cc1,-5,-1.4,-9,2,2,.,-1,-2,23,-6,-8
CCCCc1ccc(NC(=S)N2CCN(c3ccccn3)CC2)cc1,4,-0.9,-14,-1,11,115,.,-11,-7,-8,37
N#Cc1ccc(S(=O)(=O)N2CCN(C(=O)c3cn(-c4ccccc4)nc3-c3cccnc3)CC2)cc1,-10,1.7,2,0,-15,.,-6,15,.,-7,0
O=C(Nc1c[nH]c(=O)[nH]c1=O)c1cccc(F)c1,1,0.6,-5,-8,-4,98,-1,4,7,-3,17
CC(=O)c1c(N2CCOCC2)nc(=S)n(Cc2ccccc2)c1C,5,-0.4,2,3,-5,98,-18,5,-2,-5,3
CCN1C(=O)C(CC(=O)Nc2ccc(F)cc2)N(CCc2ccc(OC)cc2)C1=S (configuration not stated),-12,5.8,-6,-6,6,98,-7,-6,-5,-7,-26
Cc1cc(C)n(C(=O)C(C)n2nc([N+](=O)[O-])c(Br)c2C)n1 (configuration not stated),-5,-0.2,-6,-1,-17,90,-11,17,-1,-7,-4
O=C1CC(NCc2ccc(F)cc2)C(=O)N1c1ccccc1 (configuration not stated),-3,-0.3,-11,0,.,111,3,.,-11,0,0
CSc1ccc(CNc2ccc(C)cc2)cc1,-7,0.7,-7,7,-25,94,59,25,49,3,3
COc1cc2c(cc1OC)CN(C(=O)C1CCCN1S(=O)(=O)c1ccc(C)cc1)CC2 (configuration not stated),-5,3.2,-3,.,-22,109,-10,22,5,-4,-3
O=C(N=C1SC2CS(=O)(=O)CC2N1c1ccccc1)c1cccc([N+](=O)[O-])c1 (configuration not stated),-12,1.3,0,0,-12,.,2,12,-6,8,31
COc1ccc(N2CCN(c3nc4c(c(=O)n(C)c(=O)n4C)n3Cc3ccccc3)CC2)cc1,-1,-0.2,-9,.,11,102,3,-11,252,-7,2
C[C@H]1CN[C@@H](CCO)/C1=C\c1ccccc1,-7,-0.3,2,.,-11,101,5,11,.,-3,18
COc1ccc(C(=O)Nc2ccc(-c3ccc(C)o3)cc2)cc1S(=O)(=O)N1CCOCC1,1,-0.4,-7,.,62,108,-29,-62,-8,1,-4
CC1CC1C(=O)OCC(=O)Nc1cccc(F)c1 (configuration not stated),-8,-0.1,-3,-2,-13,107,19,13,2,-5,2
COc1ccc(CCN2CCC(CN3C(=S)NC[C@@H]3CC(C)C)CC2)cc1OC,0,0.0,-3,.,-6,101,6,6,.,-3,-1
Cc1ccc2c(CN3CC(C)CC(C)C3)cc(=O)oc2c1 (configuration not stated),10,-2.8,3,5,38,101,-10,-38,1,-2,6
CC(C)CC(OC(=O)c1cccs1)C(=O)NCc1cccs1 (configuration not stated),-9,-3.0,-11,1,24,101,7,-24,-13,2,-9
COC(=O)CSc1nc(C)cc(C)n1,-4,-1.4,-6,-10,-25,99,2,25,2,-1,-2
CC1CCCC(C)N1/N=C/c1ccc(O)c(O)c1 (configuration not stated),9,0.7,-2,60*,-8,102,-8,8,-14,-12,4
COc1ccc(OCC(=O)N/N=C/C2CC=CCC2)cc1 (configuration not stated),-2,0.7,-7,2,-1,100,-6,1,85,-6,19
CCCCn1c(N)c(N(CCOC)C(=O)COc2c(C)cccc2C)c(=O)[nH]c1=O,-6,-8.6,-7,-1,-24,96,16,24,3,9,4
CCn1c(CC(=O)Nc2ccc(Cl)cc2)nnc1SCC(=O)N1CCOCC1,3,-2.3,2,9,-12,110,3,.,3,-1,-3
CCSc1nnc(NC(=O)Cc2ccc(OC)c(S(=O)(=O)N3CCOCC3)c2)s1,3,1.6,-1,1,6,99,-4,-6,1,-2,-7
Cc1ccc(C)c(C(=O)COc2ccc(C)nc2[N+](=O)[O-])c1,12,-0.1,1,-1,-19,103,-23,19,15,-5,24
Cc1nc(/C(=N/O)C(N)=O)cs1,-15,-0.5,-7,2,-29,87,12,29,-7,2,8
COc1ccccc1CN1CC(C(=O)NCCCc2ccc(F)cc2)CCC1=O (configuration not stated),-3,0.3,5,-6,-7,102,5,7,3,-8,41
COCCn1c(=O)[nH]c2cc(C(=O)OC)ccc2c1=O,-5,0.1,3,0,-11,.,-3,11,-10,3,0
Cc1cccc2sc(NC(=O)C3=NN(c4ccccc4)C(=O)CC3)nc12,-3,0.5,-5,0,0,103,-17,0,2,-6,6
Cn1c(C(=O)N2COCC2(C)C)cc2c(=O)n3ccccc3nc21,-2,0.9,5,2,-27,106,.,27,-22,-12,11
N/C(=N\OC(=O)c1cc(-c2ccccc2)nc2ccccc12)c1ccncc1,-1,-1.2,-8,.,11,105,5,-11,22,-9,9
